# TRPM1 prom inh: inhibitors of MITF-dependent TRPM1 promoter reporter, primary screen, cell-based, SK-MEL-5, single point, luciferase; SK-MEL-5 TRPM1 promoter luciferase, 24 h; inhibition, % at 12.5 µM; 330,000 tested, 0.83% active;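 active = mean inhibition across replicates of 60% or more, whatever share of single replicates reaches that level; inconclusive = some that reach 60%, reason not given; inactive = mean inhibition across replicates below 60%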; note: values of inactives mirror those of a sister screen read the other way
# C8 TRAIL sens: viability loss with TRAIL in NB7+C8 cells, primary screen, TRAIL sensitizer project, cell-based, ATPlite luminescence | AID 624354, 2012 | inhibition (viability loss, TRAIL sensitization), % at 10 µM | 360,000 tested, 1% active;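 active = compounds causing at least 50% loss of cell viability in the single-dose screen, relative to plate controls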
# NR2E3 ag-1: NR2E3 agonists in two-hybrid cells, primary screen, cell-based, luminescence, CHO-S, Gal4-NCOR/VP16-NR2E3; Photoreceptor-specific nuclear receptor (Homo sapiens), Q9Y5X4; luciferase; inhibition of corepressor binding, % at 3.98 µM; 360,000 tested, 0.35% active; AID 602229, 2012;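 active = inhibition above the mean of all tested compounds plus 3 SD, cut at about 70% in these data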;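 note: 0% = DMSO with NR2E3 transfected cells and 100% = cells lacking NR2E3 construct; higher means lower luciferase signal from less NR2E3 corepressor binding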
# Target sequence (Q9Y5X4 whole entry, looked up, the tested form may be a part): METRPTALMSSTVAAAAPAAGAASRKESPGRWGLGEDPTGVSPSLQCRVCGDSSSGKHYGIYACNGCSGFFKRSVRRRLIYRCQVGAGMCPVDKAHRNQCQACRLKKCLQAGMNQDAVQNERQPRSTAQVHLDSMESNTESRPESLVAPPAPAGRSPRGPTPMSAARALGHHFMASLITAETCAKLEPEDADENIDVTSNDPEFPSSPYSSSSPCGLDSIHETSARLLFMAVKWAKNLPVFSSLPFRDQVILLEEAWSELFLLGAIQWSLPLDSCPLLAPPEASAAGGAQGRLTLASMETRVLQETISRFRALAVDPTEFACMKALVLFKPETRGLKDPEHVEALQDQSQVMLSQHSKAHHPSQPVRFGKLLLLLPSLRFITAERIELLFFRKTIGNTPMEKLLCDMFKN
# Shn3 inh set2: reduction of Shn3 3'UTR firefly luciferase signal, primary screen, Schnurri-3 inhibitor project, cell-based, Clone20 osteoblasts, set 2; 360,000 tested, 0.52% active; AID 588674, 2011; inhibition, % at 12.5 µM; Clone20 osteoblast Shn3 3'UTR firefly luciferase, 24 h;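 active = mean inhibition of at least 75% with every replicate also reaching 75%; inconclusive = mean inhibition at least 75% but some replicate below; inactive = mean inhibition below 75%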;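 note: 0% = median of neutral control wells and 100% = pilot-screen positive control compound; some compounds past the cut are filed as inactive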
# KKLEB cytotox: cytotoxicity in KKLEB CF airway cells, primary screen, cytotoxicity control for CF NF-kB inhibitor project, cell-based, uHTS, fluorescence assay plates. KKLEB CF airway cells viability, ATPlite luminescence, overnight; hits give low values; cells stimulated with P. aeruginosa culture filtrate. activity change (cytotoxicity), % at 5 µM. 360,000 tested, 0.36% active;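 active = corrected activity change at or below -50% at 5 µM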
# CF NFkB inh: inhibitors of PAF-induced NF-kB signaling, primary screen, cell-based, GFP fluorescence, uHTS; KKLEB NF-kB-GFP reporter, GFP fluorescence overnight; inhibition, % at 5 µM; 360,000 tested, 0.86% active; AID 588850, 2011;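 active = at least 50% inhibition at 5 µM, scaled per plate between neutral and stimulator controls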;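 note: PAF is a Pseudomonas aeruginosa culture filtrate used as stimulus; plate controls were PAF-stimulated DMSO wells for no effect and unstimulated DMSO wells for full effect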
# hiPSC survival: enhancers of single-cell hiPSC survival, primary screen, ATPlite luminescence. AID 602274, 2012. 100% = ROCK inhibitor wells, 0% = DMSO. survival enhancement, % at 20 µM. 360,000 tested, 0.044% active; in the data active = survival enhancement above about 18%;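 note: cells exposed to compounds for 16 hours before the ATP read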
# NR2E3 ag-2: inhibitors of NR2E3-RetCOR corepressor binding, primary screen, NR2E3 agonist project, biochemical, TR-FRET, GST-NR2E3, biotin-RetCOR. 1536-well. 320,000 tested, 0.12% active. inhibition of corepressor binding, % at 4.78 µM. AID 2300, 2010;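 active = percent inhibition above the cutoff of mean plus 3 SD of all tested compounds, set per screening campaign, cut at about 20% in these data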;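 note: 0% = DMSO wells and 100% = biotin wells as full block of FRET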
#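 Material: NR2E3–RetCOR corepressor complex | Quantity: 1.35 nM GST-tagged NR2E3 final | Schedule: 5 h at 4 °C | Replication: Singlicate compound wells | Reagent: RetCOR corepressor, biotinylated, 7 nM | Controls: Biotin wells as high control, 0.6% DMSO wells as low control | Signal: TR-FRET, Eu(K)-anti-GST donor, streptavidin-D2 acceptor, ex 340, em 617/671 nm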
# LMP1 NFkB inh: EBV LMP1-driven NF-kappaB luciferase reporter inhibitors, primary screen, cell-based, luminescence, single point. LMP1-induced NF-kappaB luciferase reporter cells. 350,000 tested, 0.69% active. inhibition, % at 12.5 µM; in the data active = inhibition above about 41%; inconclusive = no clear call, values can overlap the other calls;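 note: 0% = neutral control wells and 100% = reference inhibitor control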
# HIF-2a inh: HIF-2a reporter inhibitors, primary screen, luminescence, 786-0 RCC cells | 360,000 tested, 0.72% active | inhibition, % at 18.8 µM | 786-0 RCC cells HIF-2a reporter, luciferase luminescence, overnight;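 active = inhibition of the luminescence signal of 40% or more relative to plate controls, in a single-dose primary screen at 18.75 µM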
# Peg3 promoter: Peg3 promoter-driven luciferase inhibitors, primary screen, cell-based, HeLa, luciferase luminescence. HeLa PEG-Prom luciferase reporter, overnight. inhibition, % at 20 µM. 360,000 tested, 1.7% active. AID 588405, 2011;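 active = inhibition of at least 50% at 20 µM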
# An asterisk follows results filed as active; ? = inconclusive; nt = no result given. A portion of the library (hit frequency here may not be typical).
[1] CCOCCCNC(=O)C1CCN(S(=O)(=O)N(CC(C)C)CC(C)C)CC1
[2] Cn1c(SCc2ccc([N+](=O)[O-])cc2)nnc1-c1cccnc1
[3] CCOC(=O)COc1c(/C=N\OC)cc(Cl)cc1OC
[4] CS(=O)(=O)N1CCC(C(=O)NCc2ccc(Cl)cc2Cl)CC1
[5] Cc1ccc(C)c(N(Cc2ccccc2F)S(C)(=O)=O)c1
[6] Cc1ccc(-n2nc(C)c3c2OC(N)=C(C#N)C3c2ccoc2)cc1 (configuration not stated)
[7] CCCCNC(=O)CN1C(=O)CSc2ccc(S(=O)(=O)N3CCOCC3)cc21
[8] Cc1cc(C)n(-c2ccc(Cl)c(C(=O)Nc3ccc(OC(F)(F)F)cc3)n2)n1
[9] CC(C)[C@H](NS(=O)(=O)c1ccccc1)C(=O)OCC(=O)Nc1cccc(S(N)(=O)=O)c1
[10] Cc1onc(-c2c(Cl)cccc2Cl)c1C(=O)N1CCN(c2ncccn2)CC1
Screen / compound no.	1	2	3	4	5	6	7	8	9	10
TRPM1 prom inh	7	2	5	-30	-3	24	nt	-5	1	-12
C8 TRAIL sens	5	2	2	1	-11	-6	-13	13	-15	4
NR2E3 ag-1	-3	-16	-5	-21	26	-2	-15	13	16	0
Shn3 inh set2	0	-10	5	-4	3	-2	16	0	-3	22
KKLEB cytotox	5	0	-1	8	-14	8	11	6	2	8
CF NFkB inh	7	3	-3	2	-1	-15	-10	-7	-7	14
hiPSC survival	0.8	-1.9	3.5	-0.3	-1.3	3.1	-1.9	-0.3	0.2	0.2
NR2E3 ag-2	0	0	1	1	1	-1	nt	0	nt	1
LMP1 NFkB inh	6	7	1	-3	-5	-3	-3	-4	2	-4
HIF-2a inh	18	18	13	17	10	8	20	9	9	11
Peg3 promoter	5	13	14	1	2	3	0	11	-3	10

[11] CCC(=O)NC(=S)Nc1cccc(NC(=O)c2ccc(Cl)cc2Cl)c1
[12] COC(=O)C(c1ccccc1)C(C(=O)OC)c1ccccc1 (configuration not stated)
[13] CCC(=O)c1ccc(N2CCN(C(=O)c3ccccc3)CC2)c(F)c1
[14] COc1ccc(N2CC(C)(C)[C@H](CC(=O)Nc3ccc(Br)cc3)C2=O)cc1
[15] O=C(C1CCCO1)N(Cc1ccccc1)c1ccccc1 (configuration not stated)
[16] O=C(c1oc2ccccc2c1N1CCCCC1)N1CCCCC1
[17] N#Cc1cccc(NC(=O)COC(=O)Cn2nc(-c3ccccc3)oc2=O)c1
[18] CN(C)S(=O)(=O)c1ccc(S(=O)(=O)N2CCCC(C(=O)NC3CC3)C2)cc1 (configuration not stated)
[19] CCN(Cc1nc2ccccc2c(=O)[nH]1)C(=O)c1cc(C2CC2)nn1-c1ccccc1
[20] Nc1nnc(SCc2ccc(F)cc2)n1-c1ccccc1
Screen / compound no.	11	12	13	14	15	16	17	18	19	20
TRPM1 prom inh	10	6	-20	nt	3	10	-7	11	8	0
C8 TRAIL sens	26	7	-6	6	6	-4	-8	-15	9	-7
NR2E3 ag-1	-3	-23	-6	6	-3	3	7	-1	18	-18
Shn3 inh set2	9	12	-14	-18	7	9	9	29	12	-13
KKLEB cytotox	-8	4	5	-7	-4	16	-10	-7	2	3
CF NFkB inh	9	3	6	11	-8	-1	11	8	4	-7
hiPSC survival	-3.5	0.7	-1.2	2.7	-1.4	2.1	0.1	-0.4	0.2	-1.9
NR2E3 ag-2	4	-4	0	nt	0	-2	0	0	-1	3
LMP1 NFkB inh	5	7	3	9	-4	-14	-4	9	-5	7
HIF-2a inh	-29	3	-7	6	3	8	11	9	11	5
Peg3 promoter	-14	-8	-1	23	-9	21	-12	-10	21	-1

# Part of the list above, reformatted.
entry | Structure | TRPM1 prom inh | C8 TRAIL sens | NR2E3 ag-1 | Shn3 inh set2 | KKLEB cytotox | CF NFkB inh | hiPSC survival | NR2E3 ag-2 | LMP1 NFkB inh | HIF-2a inh | Peg3 promoter
10 | Cc1onc(-c2c(Cl)cccc2Cl)c1C(=O)N1CCN(c2ncccn2)CC1 | -12 | 4 | 0 | 22 | 8 | 14 | 0.2 | 1 | -4 | 11 | 10
11 | CCC(=O)NC(=S)Nc1cccc(NC(=O)c2ccc(Cl)cc2Cl)c1 | 10 | 26 | -3 | 9 | -8 | 9 | -3.5 | 4 | 5 | -29 | -14
12 | COC(=O)C(c1ccccc1)C(C(=O)OC)c1ccccc1 (configuration not stated) | 6 | 7 | -23 | 12 | 4 | 3 | 0.7 | -4 | 7 | 3 | -8
13 | CCC(=O)c1ccc(N2CCN(C(=O)c3ccccc3)CC2)c(F)c1 | -20 | -6 | -6 | -14 | 5 | 6 | -1.2 | 0 | 3 | -7 | -1

# New compounds follow:
[21] Cc1ccc(-n2c(C)c(C)c3c(N)ncnc32)cc1
[22] Cc1cc(=O)oc2c(C)c(OC(C)C(=O)NCC(O)c3ccccc3)ccc12 (configuration not stated)
[23] Cc1ccccc1OCc1nc2ccccc2[nH]1
[24] Cc1ccccc1OCC(O)CN(Cc1ccccc1O)C1CCCCC1 (configuration not stated)
[25] COc1ccc(CNC(=O)c2oc3ccc(S(=O)(=O)N4CCOCC4)cc3c2C)cc1
[26] O=[N+]([O-])c1ccc2nc(NS(=O)(=O)c3ccc(Cl)cc3)sc2c1
[27] CCOC(=O)c1c(NC(=O)/C=C/c2ccc(C)o2)sc(C)c1C
[28] CC1(C)CC(C(CC(=O)Nc2nccs2)c2ccccc2)CCO1 (configuration not stated)
[29] O=C(NCc1ccc(Cl)cc1)c1cc(-c2ccco2)on1
[30] CC(C)=CCOc1ccc2ccc(=O)oc2c1
Screen / compound no.	21	22	23	24	25	26	27	28	29	30
TRPM1 prom inh	-15	-13	-73	-4	4	3	11	-1	0	-41
C8 TRAIL sens	3	3	24	15	22	-4	-7	12	-21	0
NR2E3 ag-1	nt	-7	-149	-14	15	-48	-11	-18	-12	-68
Shn3 inh set2	-1	-16	-50	7	15	-13	8	1	-21	-25
KKLEB cytotox	-8	26	1	-9	-6	4	-3	5	8	13
CF NFkB inh	8	-23	-1	8	2	-24	8	4	-2	-26
hiPSC survival	-0.5	0.0	-3.6	-0.4	0.0	1.2	2.5	-2.0	-0.7	-0.3
NR2E3 ag-2	1	-3	2	2	-1	3	2	1	-1	0
LMP1 NFkB inh	1	6	-20	8	9	-13	-9	3	14	-12
HIF-2a inh	6	7	-287	4	22	-3	-9	19	-55	-176
Peg3 promoter	11	5	-306	2	28	5	2	8	-21	-110

[31] Cc1cccc(NC(=O)c2ccccc2NC(=O)CCC(=O)O)c1
[32] COc1ccccc1C(=O)Nc1ccnn1C1CCN(C(C)CSC)CC1 (configuration not stated)
[33] Cc1nnc(SCc2ccc([N+](=O)[O-])cc2)o1
[34] Cc1cccc(C)c1NC(=O)C1(C)CCC(=O)N1C1CCN(Cc2ccccc2)CC1 (configuration not stated)
[35] Cc1nc(CS(=O)(=O)c2ccccc2)cc(Sc2ccc(Cl)cc2)n1
[36] O=C(N1CCN(Cc2ccccc2)CC1)C12CC3CC(CC(C3)C1)C2
[37] C=CCn1c(/N=C/c2ccc(N(C)C)cc2)nc2ccccc21
[38] O=C(O)c1cccc(NC(=O)C2C3C=CC(C3)C2C(=O)O)c1 (configuration not stated)
[39] CC(=O)c1ccc(NC(=O)CSc2nnc(-c3ccco3)c(-c3ccco3)n2)cc1
[40] CC(C)(CC(=O)N1CCN(c2ccc(Cl)cc2)CC1)CC1=NS(=O)(=O)c2ccccc2N1
Screen / compound no.	31	32	33	34	35	36	37	38	39	40
TRPM1 prom inh	13	-8	6	nt	-20	6	5	-10	22	25
C8 TRAIL sens	-3	-16	1	13	5	8	-3	-8	-7	5
NR2E3 ag-1	-14	-16	-5	-21	-30	3	5	-3	-47	26
Shn3 inh set2	7	7	-1	-2	-17	-5	-5	-5	15	66
KKLEB cytotox	6	12	11	-13	6	7	5	-2	8	-6
CF NFkB inh	3	-36	-9	-8	-5	7	-6	22	-7	6
hiPSC survival	0.2	-0.2	-2.2	-0.6	0.5	9.4	2.7	5.9	-1.2	-1.1
NR2E3 ag-2	0	0	-2	nt	-2	1	3	4	0	0
LMP1 NFkB inh	1	-7	-3	nt	-10	3	-10	0	-13	-68
HIF-2a inh	0	-2	4	1	-166	15	-22	11	19	7
Peg3 promoter	4	8	5	-5	-80	-4	-22	-2	-12	39

[41] CCCN1C(=O)SC(CC(=O)Nc2ccccc2)C1=O (configuration not stated)
[42] Cc1c(NC(=O)C(C)OC(=O)c2ccc([N+](=O)[O-])s2)c(=O)n(-c2ccccc2)n1C (configuration not stated)
[43] CCOC(=O)COc1cnc2ccccc2n1
[44] O=C(Nc1ccccc1Cl)c1ccc2nccnc2c1
[45] O=C(NCc1ccccn1)C1C2C=CC(C2)C1C(=O)Nc1ccc(F)cc1 (configuration not stated)
[46] Cc1cccc(NC(=O)CN(CCc2ccccc2)S(C)(=O)=O)c1
[47] CCOC(=O)COc1ccc(/C=C/[N+](=O)[O-])c(OCC(=O)OCC)c1
[48] Cc1ccnc(NS(=O)(=O)c2ccc(NC(=O)C3CCCNC3=O)cc2)n1 (configuration not stated)
[49] Cc1cccc(NC(=O)CSc2nnc(-c3n[nH]c4ccccc34)o2)c1
Screen / compound no.	41	42	43	44	45	46	47	48	49
TRPM1 prom inh	-8	?	-9	-104	7	-1	92*	10	-19
C8 TRAIL sens	7	-8	-6	22	5	14	28	-7	-8
NR2E3 ag-1	-3	1	-14	-52	5	5	-2	-14	-34
Shn3 inh set2	-15	-20	8	-100	12	-15	73	-8	-14
KKLEB cytotox	-23	-2	-8	2	6	11	-15	0	2
CF NFkB inh	8	-11	9	12	5	6	16	-7	-5
hiPSC survival	0.5	0.0	0.1	-0.6	0.5	-0.1	-1.9	-1.7	-1.6
NR2E3 ag-2	1	0	-2	3	1	nt	-1	1	1
LMP1 NFkB inh	-3	13	1	-6	3	-4	7	-1	-14
HIF-2a inh	0	4	4	-178	13	19	75*	16	-134
Peg3 promoter	-6	-3	0	-224	-2	16	106*	4	-191

# Source: PubChem
